# Source: PubChem (several laboratories)
# Exocytosis inh: lytic granule exocytosis inhibition; TALL-104 LAMP-1 surface exposure, flow cytometry; cells stimulated with thapsigargin and PMA; inhibition, % at 10 µM; hit rate 0.66% among 360,000;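 active = inhibition above about 55%, limit read from the data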
# m5-HT2A agonist: agonists of mouse serotonin 5-HT2A receptor (HTR2A); CHO-K1 mHTR2A beta-arrestin complementation, luminescence; percent of 30 µM serotonin response; P35363; activation, % at 7.6 µM; hit rate 0.66% among 360,000;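 active = activation above a run cutoff, the mean activation of all tested compounds plus 3 SD, cut at about 14% in these data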;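 also: 0% = plate median of compound wells and 100% = 30 µM serotonin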
# MC4R antag cAMP: antagonists of human melanocortin 4 receptor (MC4R) | inhibition, % at 6.5 µM | hit rate 0.48% among 360,000 | P32245 | MC4R-expressing cells, MTII-stimulated cAMP, LANCE TR-FRET;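 active = inhibition above its plate's cutoff, the mean of tested wells on that plate plus 3 SD, cut at about 29% in these data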;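 also: 0% = Melanotan II alone and 100% = Melanotan II plus saturating MCL0020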
#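 Assay system: U2OS cells stably expressing human melanocortin 4 receptor (MC4R) / Dosing: 6.5 µM / Timing: compound 30 min, challenge 1 h, detection 1 h / Measured by: Eu-cAMP/anti-cAMP TR-FRET, emission 671 nm / Replicates: singlicate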
# MC4R barr agon: human MC4R agonism via beta-arrestin; P32245; hit rate 0.98% among 360,000; U2OS MC4R beta-arrestin complementation, luminescence; percent of melanotan II response, DMSO zero; activation, % at 8.9 µM;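 active = activation above a per-plate cutoff, the mean activation of sample wells on that plate plus 3 SD, cut at about 8% in these data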
# iPSC survival up: enhancers of human iPSC single-cell survival. hiPSC single-cell survival, ATPlite luminescence; 100% = ROCK inhibitor wells, 0% = DMSO. survival enhancement, % at 20 µM. hit rate 0.044% among 360,000; in the data active = survival enhancement above about 18%;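 also: cells exposed to compounds for 16 hours before the ATP read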
# ABCB6 inh 2: blocks the human ABCB6 transporter; fluorescence ratio to DMSO, % at 10 µM; K562-ABCB6 porphyrin accumulation, flow cytometry, 1 h; stronger effect = lower value; Q9NP58; hit rate 0.19% among 360,000;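 active = fluorescence ratio to DMSO below 75%, the collection mean minus 3 SD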;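 also: signal is porphyrin accumulated inside mitochondria; 100% equals median channel fluorescence of DMSO control wells; lower ratio means ABCB6 inhibition with less porphyrin fluorescence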
# Target sequence (Q9NP58 whole entry, looked up): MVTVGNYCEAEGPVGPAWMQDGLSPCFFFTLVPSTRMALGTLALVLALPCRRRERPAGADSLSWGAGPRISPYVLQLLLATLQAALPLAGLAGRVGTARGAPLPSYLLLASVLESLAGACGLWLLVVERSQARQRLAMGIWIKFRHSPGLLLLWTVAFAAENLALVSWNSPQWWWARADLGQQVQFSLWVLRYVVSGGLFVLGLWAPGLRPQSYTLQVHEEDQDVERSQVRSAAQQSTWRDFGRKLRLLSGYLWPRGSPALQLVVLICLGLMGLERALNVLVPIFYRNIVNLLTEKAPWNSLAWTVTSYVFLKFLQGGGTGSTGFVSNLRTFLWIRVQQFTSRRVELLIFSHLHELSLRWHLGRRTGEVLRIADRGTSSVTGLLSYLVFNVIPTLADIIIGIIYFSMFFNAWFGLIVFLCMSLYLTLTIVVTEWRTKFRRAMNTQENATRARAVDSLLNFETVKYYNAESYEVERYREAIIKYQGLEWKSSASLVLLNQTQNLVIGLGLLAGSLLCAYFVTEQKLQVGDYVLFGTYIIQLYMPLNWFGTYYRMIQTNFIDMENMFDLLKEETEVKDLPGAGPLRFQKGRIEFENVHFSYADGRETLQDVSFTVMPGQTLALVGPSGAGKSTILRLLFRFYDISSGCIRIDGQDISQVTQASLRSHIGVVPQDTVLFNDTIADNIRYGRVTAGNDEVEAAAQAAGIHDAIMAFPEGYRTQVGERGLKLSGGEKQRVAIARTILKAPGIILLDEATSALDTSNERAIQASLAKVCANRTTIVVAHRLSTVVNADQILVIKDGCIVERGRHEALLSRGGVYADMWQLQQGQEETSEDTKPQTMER
# N-glyco inh: blocks N-linked glycosylation in D54 reporter cells | D54 ERlucT glycosylation luciferase reporter, 24 h; percent of 100 nM tunicamycin response | reporter increase, % at 12.5 µM | hit rate 0.23% among 360,000;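 active = mean luciferase reporter signal, scaled so untreated is 0 and the glycosylation-blocking control 100, at or above a set limit in every replicate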;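 also: luciferase carries N-glycosylation sites so blocking glycosylation raises the light; 0% = median of neutral control wells and 100% = median of 100 nM tunicamycin wells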
# ABHD5 PLIN5 PPI: ABHD5-PLIN5 protein interaction inhibition; Split G. princeps luciferase complementation, luminescence, 4 h; inhibition, % at 4 µM; hit rate 0.78% among 360,000; AID 602281;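 active = inhibition above the mean inhibition across every tested compound plus 3 SD, cut at about 22% in these data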;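 also: 0% = DMSO only wells and the 100% control is not disclosed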
# H9c2 protect: myocardial damage modulation in H9c2 cells; H9c2 cardiomyocytes, H2O2 injury protection, ATPLite, 2 h; protection from H2O2 cell death, % at 20 µM; hit rate 0.63% among 360,000;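 active = compounds giving at least 50% protection of heart cells from peroxide-induced death in the single-dose screen, raw or plate-pattern-corrected value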;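 also: 0% = DMSO wells with peroxide and 100% = DMSO wells without peroxide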
# aDG glyco act: increases alpha dystroglycan glycosylation; Pro5-aDG cells, alpha-DG glycosylation AlphaScreen (IIH6); 0% Pro5, 100% B10-LARGE cell signal; activation, % at 10 µM; hit rate 0.22% among 360,000;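 active = activation of at least 8% versus controls, or a plate z-score of at least 8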;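 also: Pro5 are CHO cells carrying HIG-tagged alpha-DG that lacks glycosylation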
# Starred values were filed as active, the others as inactive; nt = no result given; & = joins results of further samples.
Compound	Exocytosis inh	m5-HT2A agonist	MC4R antag cAMP	MC4R barr agon	iPSC survival up	ABCB6 inh 2	N-glyco inh	ABHD5 PLIN5 PPI	H9c2 protect	aDG glyco act
Nc1cccc2c1C(=O)N(c1ccccc1)C2=O	-6	-1	17	-0.1	1.5	98	0	-7	-1	0.0
CS(=O)(=O)NCCSCc1c(Cl)cccc1Cl	-6	6	-5	0.1	3.0	92	-1	0	0	-0.3
O=C(NC1CC2CCCC(C1)N2Cc1ccccc1)c1cccc(F)c1 (stereo not drawn)	2	7	0	-0.2	-0.3	99	-3	1	-3	0.0
CCSc1nnc(NC(=O)CSc2nccn2-c2cccc(C)c2)s1	-1	-6	7	-2.4	-3.5	99	0	4	4	0.5
Cc1ccc(C)c(OCC(=O)Nc2nonc2NC(=O)COc2cc(C)ccc2C)c1	-1	0	-10	19*	-2.9	99	0	0	-4	0.7
CCSC1=C(C#N)C2(CCCC2)C(C#N)=C(N)N1	-1	0	6	-1.1	-1.7	91	1	4	12	-0.3
Cc1cccc(NC(=S)NC2CC3CCCC(C2)N3Cc2cccs2)c1 (stereo not drawn)	7	-5	0	1.4	-2.6	90	-2	-4	-15	1.5
CCOC(=O)c1[nH]cnc1C(=O)Nc1ccccn1	8	3	3	0.3	3.5	103	4	2	6	0.2
CN(C)Cc1cccc([N+](=O)[O-])c1O	0	2	4	-0.9	0.2	102	1	2	14	1.6
O=C(Cc1ccccc1[N+](=O)[O-])OCC(=O)c1c[nH]c2ccccc12	-1	-4	-4	-0.5	-0.4	97	-2	0	4	0.3
COc1cc(OC)c(C#N)c(S(=O)(=O)Cc2ccccc2)c1	-4	3	10	0.2	-2.6	68*	0	0	-5	-0.1
Cc1cc(NC(=O)c2ccccc2)n(C(C)(C)C)n1	-2	-1	8	-0.4	-0.5	101	2	3	10	0.0
CSCCC(NC(=O)c1ccccc1Cl)C(=O)NCC(c1ccc(F)cc1)N1CCOCC1 (stereo not drawn)	1	-6	1	-1.5	3.5	103	1	6	9	-0.2
O=C(CN1C(=O)C2C3C=CC(C3)C2C1=O)OCC(=O)c1ccc([N+](=O)[O-])cc1 (stereo not drawn)	-12	7	2	2.4	0.2	100	2	-27	1	0.1
COc1ccc(OC)c(NC(=O)N[C@H](Cc2ccccc2)C(=O)NN)c1	-1	-3	14	-0.1	0.7	98	-3	-2	0	0.1
CC(C)C[C@H]1CN(CCCC[C@H]2CNC(=O)C(=O)N2CCc2ccc(O)cc2)C(=O)C(=O)N1CCc1ccc(O)cc1	-2	7	nt	nt	0.4	101	nt	-4	nt	-0.1
Cc1ccc(S(=O)(=O)N2CCN(C(=O)C(C)Cn3cncn3)CC2)cc1 (stereo not drawn)	-9	11	2	0.0	-0.6	90	-1	2	3	0.1
COc1ccc(CN2C(=O)c3ccccc3C2=O)cc1	-5	-1	1	-0.5	-0.7	97	0	-3	0	0.1
CCCC(=O)Nc1nc2ccc(S(=O)(=O)N3CCCCC3)cc2s1	3	9	-28	-1.3	-3.2	101	6	-8	-2	0.1
COc1ccc(C2C(C(=O)N3CCOCC3)=C(C)NC3=C2C(=O)CC(C)(C)C3)cc1O (stereo not drawn)	-1	-16	9	1.5	-1.8	95	0	-5	-4	-0.2
O=[N+]([O-])c1cccc(S(=O)(=O)NCCCN2CCOCC2)c1	9	2	-3	-1.8	1.1	102	-1	2	2	-0.1
O=C(COc1ccc2c(c1)OCO2)Nc1ccccc1C(F)(F)F	3	-2	1	-0.8	-2.9	107	0	-7	-4	-0.2
O=C(NC1CCCCCCC1)C1CCN(c2nc3ccccc3o2)CC1	-2	4	9	1.1	1.0	89	-2	-1	-9	0.5
CCCCNC(=O)c1ccc(C)c(NC(=O)C2=C(C)OCCS2)c1	8	-11	13	-1.5	2.2	96	-1	-5	-7	0.0
CCc1ccccc1NC(=O)CNC(=O)CCC(=O)c1cc(C)sc1C	16	-5	4	0.6	2.7	95	-6	-2	5	-0.1
CCCOc1cccc(C2/C(=C(/O)c3ccc(OC)cc3)C(=O)C(=O)N2CCN(C)C)c1 (stereo not drawn)	0	1	3	-0.8	-1.5	86	2	-1	3	0.1
Cc1cc(Br)cn2c(Cc3ccsc3)c(-c3ccco3)nc12	60*	-4	nt	nt	1.8	102	3	15	-2	0.1
CCNc1nc(-c2sc(NC(=O)C(C)(C)C)nc2C)c(-n2cc(-c3ccccc3)nn2)s1	79*	9	nt	nt	-0.1	107	nt	-10	nt	0.6
C/C(N)=C(/C#N)C(=O)COC(=O)C1Cc2ccccc2CN1S(C)(=O)=O (stereo not drawn)	2&0	13&8	0&1	-1.2&0.5	3.8&1.3	99&96	-1&0	3&0	7&-3	-0.4&0.0
CCc1cc(=O)oc2c(C)c(OC(C)C(=O)NCCCn3ccnc3)ccc12 (stereo not drawn)	5	-2	1	0.0	0.0	98	2	11	-3	-0.1

# Other results:
Compound	Exocytosis inh	m5-HT2A agonist	MC4R antag cAMP	MC4R barr agon	iPSC survival up	ABCB6 inh 2	N-glyco inh	ABHD5 PLIN5 PPI	H9c2 protect	aDG glyco act
CC(=O)Nc1cccc(NC(=O)CSc2nc(=O)n(CCN3CCOCC3)c3c2CCC3)c1	-1	1	-3	-1.5	-0.5	97	1	-8	6	0.2
COc1ccc(C2Nc3cc(OC)ccc3-n3cccc32)cc1 (stereo not drawn)	-9	3	2	3.4	-0.6	108	-2	9	7	0.4
O=C(CCC(=O)c1ccc(Cl)s1)Nc1ncccc1O	-13	-1	3	-0.9	2.5	97	1	-10	-1	-0.3
CC(OC(=O)c1ccc(F)c(S(=O)(=O)N2CCOCC2)c1)C(=O)NC1CCCC1 (stereo not drawn)	-16	1	14	-3.0	0.4	98	2	-3	-8	0.0
CCOC(=O)Nc1ccc2nc(Sc3ccc(Cl)cc3)sc2c1	25	0	-17	-1.6	0.5	93	10	-9	-12	0.1
O=C(NC(=S)Nc1ccc(N2CCOCC2)cc1)c1cccc(Cl)c1	3	1	4	-1.2	0.4	96	8	-1	-13	0.0
CCC(=O)c1ccc(N2CCN(C(=O)c3cccc(F)c3)CC2)c(F)c1	-4	12	-6	2.9	0.5	100	-2	4	-10	1.3
Cc1ccccc1NC(=O)c1nc2nccc(C)n2n1	-4	0	5	-1.8	-0.5	94	-1	1	0	0.0
COc1ccc(-c2nnn(CC(=O)N(CCO)C(C(=O)NC3CCCC3)c3ccc(F)cc3)n2)cc1 (stereo not drawn)	5	-3	5	-2.7	1.6	99	-5	-2	1	-0.1
O=C(C1CCCN(S(=O)(=O)c2ccccc2)C1)N1CCCCC1 (stereo not drawn)	-3	5	4	-0.5	0.0	101	4	-3	0	0.1
Cc1cccc(NC(=S)N2CCN(Cc3ccc4c(c3)OCO4)CC2)c1C	0	0	14	-1.2	6.4	88	0	-4	-7	0.1
CCOc1ccccc1NC(=O)COc1ccc(S(=O)(=O)N2CCCC2)cc1	24	-1	6	-0.2	0.1	95	-4	-5	0	0.0
Oc1cnc2ccccc2c1CN1CCOCC1	2	0	4	-2.2	-4.3	102	-1	-1	-7	-0.4
Cc1ccc(C(=O)NCCc2csc(-c3cccnc3)n2)cc1	0	-1	6	0.6	-2.6	96	-2	-13	-22	0.0
COc1cc(C(=O)Nc2oc(-c3ccccc3)c(-c3ccccc3)c2C#N)cc(OC)c1OC	3	0	1	-2.2	-4.0	94	4	-10	-10	0.2
O=C(Nc1cccc2c1CCCC2)c1cc([N+](=O)[O-])cc([N+](=O)[O-])c1	-1	-1	4	-1.4	-1.0	97	7	-10	-2	1.3
CCOC(=O)Cn1c(=O)oc2cc(S(=O)(=O)NC3CCCCC3)ccc21	-2	-5	17	-0.9	2.5	107	-1	-5	-7	-0.3
COc1cc2c(cc1OC)[C@@H](NC(=O)CCc1ccccc1)[C@H](OCc1ccccc1)C2	0	5	6	-0.6	2.3	101	-1	-10	20	0.2
Nc1ncc(-c2ccc([N+](=O)[O-])cc2)cn1	-3	1	-12	-1.3	-1.0	90	6	0	2	0.0
CCCC(=O)Nc1ccc(N2CCOCC2)cc1	2	2	0	0.2	0.2	87	3	2	2	-0.1
CN(C(=S)Nc1ccc(SC(F)F)cc1)c1ccc(O)cc1	14	0	3	-2.5	-1.1	100	2	-5	-7	0.3
Cc1cccc(C(=O)Nc2ccc(S(=O)(=O)Nc3nc(C)cc(C)n3)cc2)c1	-5	-5	11	0.2	-0.2	94	2	8	0	0.0
O=C(Cn1c(=O)[nH]c2sc3c(c2c1=O)CCCC3)NCC1CCCO1 (stereo not drawn)	4	0	-2	0.9	-0.1	104	0	7	9	0.0
Nc1ccc(C(=O)c2cccs2)cn1	2	2	17	-0.3	-0.2	95	1	10	-2	-0.2
CCN(CC(=O)NCc1ccc(Cl)cc1)C(=O)CCC(=O)c1ccc(F)cc1	-3	-10	8	-4.4	1.0	97	11	18	2	0.3
CCN(CC(=O)Nc1ccc(OC)cc1)C(=O)CSCc1ccc(C)cc1	-2	11	1	-0.8	0.6	96	-3	-9	-1	0.1
CCOC(=O)C(=O)Nc1ccc2c(c1)OCO2	-4	3	8	0.8	-3.2	96	1	1	3	-0.2
Cc1ccc(S(=O)(=O)NCC(=O)OC(C)C(=O)Nc2ncc(Cl)cc2Cl)cc1 (stereo not drawn)	5	6	31*	-1.7	1.9	99	2	-6	0	0.0
Cc1ccccc1-c1nc2cc(Cl)ccc2c(=O)o1	0	4	-1	-2.5	-0.5	99	4	-3	-5	0.0
CC(C)(C)c1ccc(-c2nc(C#N)c(NCc3ccncc3)o2)cc1	-2	-4	6	-0.4	1.4	98	-4	0	-12	1.3

# Following part.
Compound	Exocytosis inh	m5-HT2A agonist	MC4R antag cAMP	MC4R barr agon	iPSC survival up	ABCB6 inh 2	N-glyco inh	ABHD5 PLIN5 PPI	H9c2 protect	aDG glyco act
CN1C(C(=O)NCCc2cccs2)CC2Cn3c(nc4cc5ccccc5cc43)C21 (stereo not drawn)	-10	-8	0	-1.7	2.4	99	1	-2	-2	0.1
Cc1noc(C)c1COc1ccc(C(=O)OCC(=O)c2ccc3c(c2)OCCO3)cc1	3	0	5	0.3	0.0	105	2	-2	-1	0.3
COc1ccc(-c2cc(C(=O)N3CCN(c4ccccc4OC)CC3)no2)cc1	14	2	16	-0.7	-0.6	96	-5	-12	-6	0.1
CCOC(=O)N1CCN(C(=O)C2CCC(CNS(=O)(=O)c3ccc(Cl)cc3)CC2)CC1 (stereo not drawn)	4	-2	5	-1.0	-2.6	101	1	-1	-6	1.7
CCOC(=O)c1ccc(NC(=O)CN2C(=O)NC3(CCCCCCC3)C2=O)cc1	-1	-5	15	-1.5	-0.2	92	-2	4	-3	0.5
COc1ccccc1NC(=O)c1ccc(-c2ccccc2F)o1	0	12	3	0.5	4.4	97	4	-7	-6	-0.1
CCC1CCCCN1CCCNC(=O)c1ccc(CS(=O)(=O)Cc2ccc(Cl)cc2)o1 (stereo not drawn)	0	-1	8	-2.2	-0.5	90	-4	-2	6	-0.5

# Outcome played no part in choosing rows, and some 4.5% of all compounds hit somewhere here.
